CHO-K1 Ca ag: counter-screen for M1 agonists: effect in parental CHO-K1 cells; Fluo-8 calcium fluorescence; scaled to maximal ATP response, vehicle zero; activation, % at 3 µM; 360,000 compounds, 0.48% hits; in the data active means activation above about 15%;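 further: untransfected CHO-K1 host cells lacking M1 receptor as counterscreen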
OXTR potentiator: human OXTR potentiators, primary screen, fluorescence, CHO-OTR cells, Fluo-8 calcium; Oxytocin receptor (Homo sapiens), P30559; 320,000 compounds, 0.061% hits; AID 2445, 2010; activation, % at 3 µM; Fluo-8 calcium fluorescence, potentiator mode; 0% = oxytocin EC15, 100% = EC100;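 active means activation above that plate's cutoff, the mean activation of tested compounds plus 3 SD, cut at about 6.6% in these data, passing the limit was not always enough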;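 further: 100% uses oxytocin at 75 nM as the full agonist control; some results filed as inactive read as strong as hits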
Target sequence (P30559 whole entry, looked up): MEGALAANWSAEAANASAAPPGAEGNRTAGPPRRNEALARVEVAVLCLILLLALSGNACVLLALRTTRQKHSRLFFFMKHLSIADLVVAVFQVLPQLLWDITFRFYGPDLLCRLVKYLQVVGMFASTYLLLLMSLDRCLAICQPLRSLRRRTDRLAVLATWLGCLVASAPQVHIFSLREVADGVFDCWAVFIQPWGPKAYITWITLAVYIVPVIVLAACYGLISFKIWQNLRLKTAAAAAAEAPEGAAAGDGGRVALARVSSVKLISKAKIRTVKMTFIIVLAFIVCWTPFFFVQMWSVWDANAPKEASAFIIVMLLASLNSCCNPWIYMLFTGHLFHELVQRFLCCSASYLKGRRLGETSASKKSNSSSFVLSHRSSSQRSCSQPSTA
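Replication – single well per compound, singlicate · Assay system – CHO cell line stably expressing human OTR · Timing – 6 min pre-incubation, 100 s read · Measure – normalized max/min fluorescence ratio, % activation · Doses – 3.0 µM, one dose · Detection – Fluo-8 calcium dye fluorescence · Probe or stimulus – oxytocin near EC15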
M1 ag: human M1 muscarinic receptor agonists, primary screen, Fluo-8 calcium fluorescence, CHO-K1 cells, HTS. CHO-K1 hM1, agonist mode; 0% DMSO, 100% acetylcholine EC100. activation, % at 3 µM. 360,000 compounds, 0.33% hits;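 active means activation above the run's mean compound activation plus 3 SD, cut at about 16% in these data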;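 further: peak over basal fluorescence ratio within a 140 s kinetic read after compound addition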
Target sequence (P11229 whole entry, looked up): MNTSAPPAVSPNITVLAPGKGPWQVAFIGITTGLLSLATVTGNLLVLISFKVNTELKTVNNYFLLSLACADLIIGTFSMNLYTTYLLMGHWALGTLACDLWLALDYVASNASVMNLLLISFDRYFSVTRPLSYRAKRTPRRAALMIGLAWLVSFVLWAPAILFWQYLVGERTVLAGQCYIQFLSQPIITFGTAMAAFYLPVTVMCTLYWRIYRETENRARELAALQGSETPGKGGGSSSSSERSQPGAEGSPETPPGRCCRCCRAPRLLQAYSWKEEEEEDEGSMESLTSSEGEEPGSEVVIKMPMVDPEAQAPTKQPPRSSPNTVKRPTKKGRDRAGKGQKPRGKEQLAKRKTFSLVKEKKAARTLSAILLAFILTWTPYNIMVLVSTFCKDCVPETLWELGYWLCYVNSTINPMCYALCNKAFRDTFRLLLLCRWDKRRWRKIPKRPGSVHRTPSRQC
CHRM4 agonist: human M4 muscarinic receptor agonists, primary screen, CHO-K1 cells, Fluo-8 calcium fluorescence; Muscarinic acetylcholine receptor M4 (Homo sapiens), P08173; CHO-K1 hM4/Gqi5; vehicle 0%, full acetylcholine response 100%; activation, % at 3 µM; 360,000 compounds, 0.14% hits;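 active means activation above the run mean over all test wells plus 3 SD, cut at about 32% in these data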;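 further: peak over basal fluorescence ratio per well then scaled between controls; 0% = DMSO wells and 100% = acetylcholine at EC100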
CHO parental Ca: ATP-evoked calcium signal inhibitors, parental CHO, primary screen, counter-screen for OX1R antagonist project, cell-based, fluorescence, Fluo-8 calcium dye | parental CHO-K1, ATP-induced calcium, Fluo-8 fluorescence | inhibition, % at 5.6 µM | 330,000 compounds, 0.63% hits;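 active means inhibition above that plate's mean sample inhibition plus 3 SD, cut at about 26% in these data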;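 further: 0% = ATP-challenged DMSO wells and 100% = DMSO wells without ATP; some compounds past the cut are filed as inactive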
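test system = CHO parental line | reagent = ATP stimulus | measured by = intracellular calcium via Fluo-8 no-wash fluorescent dye | control set = ATP and no-ATP DMSO wells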
CHO-K1 Ca antag: counter-screen for M1 antagonists: effect in parental CHO-K1 cells; ATP-induced calcium, Fluo-8 fluorescence; inhibition, % at 3 µM; 360,000 compounds, 0.6% hits; AID 602250;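 active means inhibition above a per-plate cutoff, the plate's mean sample inhibition plus 3 SD, cut at about 24% in these data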;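 further: 0% = DMSO plus EC80 ATP and 100% = DMSO alone without ATP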
CHRM1 antagonist: human M1 muscarinic receptor antagonists, primary screen, CHO-K1 cells, Fluo-8 calcium fluorescence, 1536-well; CHO-K1 hM1, ACh EC80 antagonist; 360,000 compounds, 1.3% hits; Muscarinic acetylcholine receptor M1 (Homo sapiens), P11229; inhibition, % at 3 µM;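 active means percent inhibition above its own plate's cutoff, namely the mean of that plate's compound wells plus 3 SD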;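 further: peak over basal fluorescence ratio during 140 s after agonist addition; 0% = ACh EC80 plus DMSO and 100% = DMSO alone without agonist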
M4 antag: human M4 muscarinic receptor antagonists, primary screen, CHO cells, Fluo-8 calcium fluorescence; Muscarinic acetylcholine receptor M4 (Homo sapiens), P08173; inhibition, % at 3 µM; 360,000 compounds, 0.73% hits; CHO-hM4 cells, ACh EC80;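 active means inhibition above its plate's cutoff, the mean inhibition of sample wells plus 3 SD, cut at about 27% in these data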;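 further: 0% = acetylcholine EC80 with DMSO and 100% = DMSO without agonist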
M1 PAM: human M1 muscarinic receptor positive allosteric modulators, primary screen, CHO-K1 cells, Fluo-8 calcium fluorescence, 1536-well | CHO-K1 hM1, ACh EC20; 0% = ACh EC20, 100% = maximal ACh | activation, % at 3 µM | 360,000 compounds, 0.088% hits | AID 588819, 2011; in the data active means activation above about 19%, passing the limit was not always enough
Active calls of the source: *; / = no result given.

Results follow in this order: M1 PAM	OXTR potentiator	CHO-K1 Ca ag	CHRM4 agonist	M1 ag	CHO-K1 Ca antag	CHRM1 antagonist	CHO parental Ca	M4 antag
CC(C)(C)c1cnnn1-c1ccc(NC(=O)c2ccc(Br)o2)cc1
  -5	3	1.8	3	-3	8	13	-13	14
CCOc1ccc(S(=O)(=O)N2CCCC(C(=O)NC3CC3)C2)cc1Cl (stereo not given)
  15	-2	-0.4	1	-1	-5	-19	-14	-9
Cc1cc(C)n2ncc(C(=O)Nc3ccc(Cl)c(Cl)c3)c2n1
  0	5	-0.3	0	-7	-6	1	-12	5
COc1ccc(S(=O)(=O)N2CCCN(CCC(=O)Nc3cccc(C(F)(F)F)c3)CC2)cc1
  -14	-12	3.1	19	1	7	-2	1	-8
CS(=O)(=O)N1CCC(C(=O)NCCc2ccccc2)CC1
  7	-8	0.9	0	-5	-10	-4	4	8
O=C(O)CCc1n[nH]c(=S)[nH]c1=O
  6	-1	0.6	1	1	3	-12	-10	-6
O=C(CN1C(=O)C2CC=CCC2C1=O)NCc1cccs1 (stereo not given)
  -8	-3	0.5	0	-5	-9	17	2	3
O=C(Nc1cccc(S(=O)(=O)Nc2ccc(Cl)cc2)c1)c1ccc2c(c1)OCCO2
  -2	-15	7.6	7	-1	21	11	-2	12
Clc1ccc(-c2nc3ccc(Br)cn3c2Cc2ccccc2)cc1
  8	/	0.2	0	-8	-12	-16	/	-17
O=C(CS(=O)(=O)c1cn(CC(=O)N2CCOCC2)c2ccccc12)Nc1ccccc1
  1	-3	-0.5	0	-3	-4	1	-4	23

Following part.
Results follow in this order: M1 PAM	OXTR potentiator	CHO-K1 Ca ag	CHRM4 agonist	M1 ag	CHO-K1 Ca antag	CHRM1 antagonist	CHO parental Ca	M4 antag
COc1cc(Br)cc(C(c2c(C)n(C)n(-c3ccccc3)c2=O)c2c(C)n(C)n(-c3ccccc3)c2=O)c1O
  18	-2	0.3	0	-1	-9	-6	-8	-2
CC(C)CN(C(=O)COC(=O)/C=C/c1ccccc1)C1CCS(=O)(=O)C1 (stereo not given)
  1	-2	1.1	1	-2	-23	5	-5	-3
Cc1ccc([C@H]2C[C@H](O)[C@@H](n3cc(COC(=O)c4ccccc4)nn3)CN2Cc2cccs2)cc1
  0	/	1.2	0	-2	-20	-3	/	-4
CCOn1c(=O)c(-c2cc(OC)ccc2OC)[n+]([O-])c2ccccc21
  6	-8	10	2	-4	-9	-12	-13	0
COc1ccc(Cc2nc3ccc(C(=O)N(C)CCCN4CCOCC4)cc3o2)cc1
  -3	-7	0.9	3	-4	-10	15	-13	12
Nc1nnc(SCC(=O)Nc2cccc(S(N)(=O)=O)c2)s1
  8	-7	1.1	1	-2	-17	-8	14	-6
Cc1cc(=O)n(Cc2ccccc2)c2c(C)cccc12
  2	4	1.5	1	-2	-24	-10	-5	-3
CC(=O)c1sc(NC(=O)c2cc(=O)c3ccccc3o2)nc1C
  10	-8	0.0	0	-6	9	-6	-4	5
COc1ccc(C(CNC(=O)CCNS(=O)(=O)c2ccccc2C(F)(F)F)N2CCOCC2)cc1 (stereo not given)
  5	/	1.4	1	-5	-8	-9	/	1
CN1CCN(NC(=O)c2ccc(Br)s2)CC1
  0	-2	0.9	1	-6	-24	-7	-12	-13

Next part.
Results follow in this order: M1 PAM	OXTR potentiator	CHO-K1 Ca ag	CHRM4 agonist	M1 ag	CHO-K1 Ca antag	CHRM1 antagonist	CHO parental Ca	M4 antag
COc1ccc(-n2c(C)cc(/C=C3\SC(=S)NC3=O)c2C)cc1
  -2	-8	1.0	2	-8	3	6	-9	4
Cn1nc(-c2ccc(N3CCOCC3)c(NS(=O)(=O)c3ccccc3)c2)c2ccccc2c1=O
  2	0	0.2	0	0	-21	-9	-16	9
COc1ccc(-n2c3c(cc(C(=O)Nc4ccc(C)cc4)c2=O)C(=O)CCC3)cc1
  3	-12	-0.3	0	2	0	0	-1	2
O=S(=O)(Cc1nnnn1-c1ccccc1)c1ccc(Cl)cc1
  9	-4	2.1	2	0	-21	-16	-15	2
Cc1cccc(N2O[C@H]3C=CC2CCCC3)n1
  4	/	-0.5	0	-3	-7	-10	-8	-14
CCN1CCN(C(=O)N(c2ccccc2)c2ccccc2)CC1
  -21	-14	1.5	0	-9	-9	42*	-4	1
Clc1ccc(-c2nnc(-c3cccc4ccccc34)o2)cc1Cl
  3	-1	-0.1	0	-3	-5	-3	-11	5
CC(=O)/C(C=Nc1noc(C)c1Br)=C(\C)O
  5	-6	0.8	2	-3	-16	-11	1	-12
O=C(CCC1CCCC1)c1c(O)c2ccccc2oc1=O
  7	-5	0.5	2	1	-2	-12	-5	-4
Cc1c(-c2ccccc2)cn2c1-c1ccc(C)n1CC2
  2	-7	-0.5	1	-4	43*	4	-18	-5

The final 2 records of the part above lead into the next.
Results follow in this order: M1 PAM	OXTR potentiator	CHO-K1 Ca ag	CHRM4 agonist	M1 ag	CHO-K1 Ca antag	CHRM1 antagonist	CHO parental Ca	M4 antag
O=C(CCC1CCCC1)c1c(O)c2ccccc2oc1=O
  7	-5	0.5	2	1	-2	-12	-5	-4
Cc1c(-c2ccccc2)cn2c1-c1ccc(C)n1CC2
  2	-7	-0.5	1	-4	43*	4	-18	-5
NC(=O)c1ccc(NC(=O)COC(=O)c2cc3c(s2)CCC3)cc1
  4	2	3.8	4	2	4	-1	-14	-10
CCN(NC(=O)C(O)(c1ccccc1)c1ccccc1)C(=O)c1ccccc1
  -3	0	0.3	2	-3	-10	2	-7	1
CCOCCCNC(=O)c1ccc2c(=O)n(Cc3ccc(OC)cc3)c(=O)[nH]c2c1
  2	3	1.6	4	1	-4	6	-13	1
Brc1ccc(COc2cccc3cccnc23)cc1
  -10	-6	-0.4	-2	-7	4	12	-19	0
CN(Cc1ccc(F)cc1)C(=O)c1cccc(OCc2ccccc2)c1
  4	-11	0.1	1	-5	-12	-4	-14	-2
C[C@@H]1CN([C@@H](C)CO)C(=O)c2cc(NC(=O)C3CCCCC3)ccc2O[C@@H](C)CCCCO[C@@H]1CN(C)Cc1ccncc1
  5	/	0.6	1	-6	2	-16	/	-16
O=C(CN1CCN(Cc2cccc(Cl)c2)C1=O)NCc1ccccn1
  5	-4	0.3	0	-8	-5	-7	-3	-4
CN(C)c1ccc(N=Nc2cccc3ccoc23)cc1
  1	-6	-0.1	-1	-4	-10	-4	-15	4
Cc1ccc(S(=O)(=O)N(C)c2ccc(C(=O)Nc3ccc(C)cn3)cc2)cc1
  -3	-8	2.3	6	-4	-6	-6	-10	-12
COc1cc(C(=S)N2CCCC2)cc(OC)c1O
  -8	-1	-0.2	0	-3	2	5	-15	9

One compound at a time, from the list above:
`O=C(Nc1cccc(S(=O)(=O)Nc2ccc(Cl)cc2)c1)c1ccc2c(c1)OCCO2` in the list: M1 PAM: -2; OXTR potentiator: -15; CHO-K1 Ca ag: 7.6; CHRM4 agonist: 7; M1 ag: -1; CHO-K1 Ca antag: 21; CHRM1 antagonist: 11; CHO parental Ca: -2; M4 antag: 12
`CCOn1c(=O)c(-c2cc(OC)ccc2OC)[n+]([O-])c2ccccc21` in the list: M1 PAM: 6; OXTR potentiator: -8; CHO-K1 Ca ag: 10; CHRM4 agonist: 2; M1 ag: -4; CHO-K1 Ca antag: -9; CHRM1 antagonist: -12; CHO parental Ca: -13; M4 antag: 0

Remaining list, next part
Results follow in this order: M1 PAM	OXTR potentiator	CHO-K1 Ca ag	CHRM4 agonist	M1 ag	CHO-K1 Ca antag	CHRM1 antagonist	CHO parental Ca	M4 antag
COC(=O)c1ccc(CN2CCN(Cc3ccc(C(=O)OC)o3)CC2)o1
  4	-10	0.4	-1	-5	-1	-9	-15	13
COc1cccc2c(=O)n(CC(=O)N3CCCCCC3)ccc12
  0	-4	0.1	1	-4	0	-7	-4	-19
COCC1CCN(C(=O)c2cc(COc3ccc4ncccc4c3)on2)CC1
  -5	-13	14	18	1	12	14	42*	11
Cc1ccc(N(C(C)C(=O)Nc2cccc(N(C)S(C)(=O)=O)c2)S(C)(=O)=O)cc1 (stereo not given)
  -14	-6	4.0	8	-3	15	4	-10	7
Cc1ccc(S(=O)(=O)Nc2cc(C)cn(Cc3ccc(F)cc3)c2=O)cc1
  -12	-5	4.4	3	-10	-5	2	-12	-10
CN(C)C(/C=C/Nc1ccccc1F)=C(C#N)C#N
  7	-1	0.1	1	-9	1	1	5	-3
CC(C)CNC(=O)c1ccccc1C(=O)NC1(C(=O)NCC(C)C)CCCC1
  13	/	0.6	0	-1	-12	-18	/	-22
COc1ccc(N=C2SCC(=O)N2C)cc1
  0	/	-0.2	1	-1	-2	-1	/	-1
O=C(CCC1CCCC1)N1CCN(C(=O)COc2ccccc2)CC1
  6	-10	0.1	1	-4	-5	-3	-22	1
CSc1ccccc1C(=O)N(C)C(c1ccccc1)c1ccccc1
  -2	-9	1.6	7	-5	-19	-2	-10	-25

(more compounds)
Results follow in this order: M1 PAM	OXTR potentiator	CHO-K1 Ca ag	CHRM4 agonist	M1 ag	CHO-K1 Ca antag	CHRM1 antagonist	CHO parental Ca	M4 antag
COc1ccc(C2=NOC(Cn3nc(-c4ccccc4)cc3C(=O)NCc3ccc(C)cc3)C2)cc1 (stereo not given)
  7	-6	3.7	0	-4	6	-2	-5	-6
O=C(CSc1ccccc1)Nc1nnc(/C=C/c2ccccc2)s1
  33*	-2	-0.1	0	-2	6	-1	-8	5
CC(=O)Nc1ccc(NC2(C)C(=O)c3ccccc3C2=O)cc1
  -3	3	-0.1	0	-2	-1	11	-12	5
COc1cc(OC)c(NC(=O)C(=O)CC(=O)c2ccc(C)cc2C)cc1Cl
  17	-1	0.9	1	0	0	-16	-13	5
CCN(C(=O)COc1ncnc2ccccc12)C1CCCCC1
  20	-5	-0.2	0	1	-1	-28	-27	-1
O=S(=O)(Nc1c(O)ccc2ccccc12)c1cccc2ccccc12
  4	-2	1.3	4	1	-5	1	-5	2
C=CCc1ccccc1OCC(O)CNC1CCCC1 (stereo not given)
  5	-6	2.9	1	-3	-23	-7	-28	8
CN(CCC1CCOCC1)C(=O)CC1C(=O)NCCN1Cc1ccoc1 (stereo not given)
  14	-10	0.4	1	1	-7	-14	-3	6
CC1CCCCN1C(=O)Cn1c(=O)n(CCC(=O)NCc2ccco2)c(=O)c2sccc21 (stereo not given)
  8	0	0.1	0	-6	-3	-5	-13	4

From PubChem BioAssay
